Screens deposited in PubChem by The Scripps Research Institute Molecular Screening Center.
FBW7 act: FBW7 E3 ligase activators, primary screen, biochemical, AlphaScreen, human. normalized activity (activation), % at 26.1 µM. AlphaScreen FBW7–phospho-cyclin E peptide binding, activator screen. hit rate 0.13% among 650,000. AID 1259310, 2017. F-box/WD repeat-containing protein 7 (Homo sapiens), Q969H0; in the data active = normalized activity above about 1.9%;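 also: purified mutant Fbw7 with reduced substrate affinity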
TEAD-YAP inh: TEAD-YAP interaction inhibition, primary screen, TEAD-YAP interaction inhibitor project, luminescence, HEK-TIYL cells | TEAD-Gal4/YAP UAS-luciferase luminescence | inhibition, % at 9.12 µM | hit rate 1.4% among 640,000 | AID 1259422, 2018; in the data active = inhibition above about 32%;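 also: 0% = median of test compound wells and 100% = reference inhibitor wells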
MITF inh: MITF inhibitors, primary screen, biochemical, AlphaScreen, human; AlphaScreen MITF homodimerization, bead proximity signal; Microphthalmia-associated transcription factor (Homo sapiens), O75030; hit rate 0.91% among 650,000; inhibition, % at 2.6 µM; AID 1259374, 2018; in the data active = inhibition above about 50%;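 also: 0% = vehicle wells with protein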
Target sequence (O75030 whole entry, looked up): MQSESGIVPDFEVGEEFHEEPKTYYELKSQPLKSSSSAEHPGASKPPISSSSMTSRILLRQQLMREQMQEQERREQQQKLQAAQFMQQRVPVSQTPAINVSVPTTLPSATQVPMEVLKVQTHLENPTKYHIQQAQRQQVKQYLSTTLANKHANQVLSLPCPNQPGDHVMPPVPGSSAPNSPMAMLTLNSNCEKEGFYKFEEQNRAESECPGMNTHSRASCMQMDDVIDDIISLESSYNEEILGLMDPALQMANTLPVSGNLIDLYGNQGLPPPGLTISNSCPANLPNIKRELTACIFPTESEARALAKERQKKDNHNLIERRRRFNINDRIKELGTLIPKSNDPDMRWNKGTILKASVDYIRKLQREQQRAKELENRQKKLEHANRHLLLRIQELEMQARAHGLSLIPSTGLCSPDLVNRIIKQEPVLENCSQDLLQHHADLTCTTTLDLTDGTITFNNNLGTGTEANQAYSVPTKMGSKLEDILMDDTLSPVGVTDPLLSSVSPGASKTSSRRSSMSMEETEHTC
GPR151 activ: activators of human GPR151, primary screen, cell-based, PathHunter beta-arrestin, luminescence. PathHunter beta-arrestin GPR151 cells. G-protein coupled receptor 151 (Homo sapiens), Q8TDV0. hit rate 1% among 650,000. activation, % at 11.2 µM; in the data active = activation above about 4.9%;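 also: 0% = median of compound wells and 100% = cells with positive control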
Target sequence (Q8TDV0 whole entry, looked up): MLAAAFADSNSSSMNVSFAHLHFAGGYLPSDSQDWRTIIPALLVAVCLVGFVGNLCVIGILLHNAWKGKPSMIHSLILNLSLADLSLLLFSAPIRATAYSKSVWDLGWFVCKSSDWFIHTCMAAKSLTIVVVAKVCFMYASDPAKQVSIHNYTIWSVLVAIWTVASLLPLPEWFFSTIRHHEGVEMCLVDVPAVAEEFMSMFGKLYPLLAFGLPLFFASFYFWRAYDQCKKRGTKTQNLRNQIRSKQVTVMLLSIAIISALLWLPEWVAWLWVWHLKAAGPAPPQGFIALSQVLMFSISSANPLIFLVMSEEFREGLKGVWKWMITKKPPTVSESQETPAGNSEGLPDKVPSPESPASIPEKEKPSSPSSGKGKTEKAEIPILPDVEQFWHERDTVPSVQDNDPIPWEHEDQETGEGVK
An asterisk follows results filed as active.

Short keys: A = FBW7 act; B = TEAD-YAP inh; C = MITF inh; D = GPR151 activ
SMILES: O=C(Nc1ccc([N+](=O)[O-])cc1)NC(C(F)(F)F)C(F)(F)F
  A: -0.1	B: 14	C: -5	D: 0.7
SMILES: COc1ccccc1NS(=O)(=O)c1cc(Br)cnc1N
  A: 0.0	B: 3	C: 32	D: -0.1
SMILES: CCOc1cc2c(c([N+](=O)[O-])c1)NC(=O)CS2
  A: -0.1	B: -20	C: -4	D: -0.7
SMILES: CCN(CC)c1ccc(C2N(C(=O)c3ccccc3)CCN2S(=O)(=O)c2ccccc2)cc1 (configuration not stated)
  A: 0.0	B: 10	C: 16	D: -1.4
SMILES: Cc1cc(NC(=O)COc2ccc([N+](=O)[O-])cc2Cl)no1
  A: 0.7	B: -24	C: 12	D: -1.4
SMILES: COc1ccc(/C=C(/NC(=O)c2ccco2)C(=O)NCCCO)cc1
  A: 0.3	B: 18	C: 0	D: -0.5
SMILES: O=[N+]([O-])c1cc2c(cc1/C=N/NC(=S)NC1CCCCC1)OCO2
  A: 0.3	B: -17	C: 2	D: -0.8
SMILES: Cc1ccc(NC(=O)C2C3C=CC4(O3)C2C(=O)N(C2CCC(C)CC2)C4C(=O)NC2CCCCC2)cc1 (configuration not stated)
  A: 0.6	B: -1	C: 6	D: -0.9
SMILES: Cc1cc(C)c(S(=O)(=O)N2CCC(C(N)=O)CC2)c(C)c1
  A: 0.2	B: 15	C: 8	D: 0.7
SMILES: COc1ccc(S(=O)(=O)n2cc(C(=O)C(F)(F)F)c3cccnc32)cc1
  A: 0.0	B: 0	C: 2	D: -0.1
SMILES: CCc1ccc(-c2nn(-c3ccccc3)cc2C2SCC(=O)N2Cc2ccccc2)cc1 (configuration not stated)
  A: -0.1	B: -12	C: -13	D: -0.4
SMILES: CCCOc1ccc(N2C(=O)CC(N3CCC(C(N)=O)(N4CCCCC4)CC3)C2=O)cc1 (configuration not stated)
  A: 0.6	B: -3	C: -10	D: 0.3
SMILES: COc1ccc(CNC(=O)c2sc3nc(-c4ccccc4)cn3c2C)cc1
  A: 0.3	B: -13	C: -2	D: 0.3
SMILES: COc1cccc(N(C)NC(=O)Cc2ccccc2)c1
  A: 0.2	B: 4	C: 13	D: -0.9
SMILES: Cc1nc(-c2ccc(N3CCN(C(=O)NCc4ccc(F)cc4)CC3)nc2)no1
  A: 0.0	B: 9	C: 3	D: 0.2

Remaining list, next part:
Short keys: A = FBW7 act; B = TEAD-YAP inh; C = MITF inh; D = GPR151 activ
SMILES: O=C(c1nccs1)C1CCN(C(=O)c2c(F)cccc2Cl)CC1
  A: 0.1	B: -5	C: -2	D: -0.7
SMILES: COc1cccc(C2NC(C(=O)O)Cc3c2[nH]c2ccccc32)c1 (configuration not stated)
  A: -0.9	B: -6	C: -2	D: 0.4
SMILES: COC(=O)c1cc2oc3ccccc3c2[nH]1
  A: 0.7	B: -49	C: 11	D: -1.7
SMILES: O=C(O)CN(CC(=O)O)c1ccc(Cl)cc1
  A: 0.1	B: 3	C: -13	D: 1.5
SMILES: O=C(Cn1nc(Cc2ccncc2)c2ccccc2c1=O)N1CCc2ccccc2C1
  A: 0.1	B: 7	C: 12	D: 0.0
SMILES: CC1=CC(=C2C(=O)NC(=S)NC2=O)C=C(C(F)(F)F)N1C(C)C
  A: 0.0	B: -16	C: -8	D: 0.1
SMILES: CCn1cnc2c(cnn2-c2cccc(C)c2C)c1=O
  A: -0.3	B: -7	C: -6	D: -1.7
SMILES: Cc1cc(C)c(C)c(OCC(O)CN2CCOCC2)c1 (configuration not stated)
  A: 0.5	B: 15	C: 11	D: -1.2
SMILES: O=C(CSc1nccn(-c2ccc(F)cc2)c1=O)c1ccc(Br)cc1
  A: 0.1	B: -10	C: 21	D: 1.0
SMILES: O=C1NC(=Nc2ccccc2)SC1Cc1cccc([N+](=O)[O-])c1 (configuration not stated)
  A: 0.4	B: -6	C: 12	D: 1.0
SMILES: CC(NC(=O)CSc1ccccc1C(=O)O)C1CC2CCC1C2 (configuration not stated)
  A: 0.2	B: 3	C: 17	D: 1.3
SMILES: O=C1N[C@@H](Cc2ccccc2)C(=O)N2C[C@@H](NCc3nc4ccccc4s3)C[C@@H]12
  A: 0.1	B: 6	C: 10	D: -0.5
SMILES: COc1ccc(Br)cc1C1C(C(=O)OCC2CCCO2)=C(C)NC2=C1C(=O)CC(C)(C)C2 (configuration not stated)
  A: 0.1	B: 10	C: 13	D: -1.2
SMILES: NS(=O)(=O)c1ccc(Nc2ccc([N+](=O)[O-])c3nonc23)cc1
  A: -0.1	B: 15	C: 8	D: 1.1
SMILES: COCCNc1nc(CN2CCNC(=O)C2CC(=O)OC)nc2ccc(Cl)cc12 (configuration not stated)
  A: -0.1	B: -3	C: 4	D: -1.0

The results go on:
Short keys: A = FBW7 act; B = TEAD-YAP inh; C = MITF inh; D = GPR151 activ
SMILES: CC(=NCC1CCNCC1)C1=C(O)CC(C)(C)CC1=O
  A: -1.1	B: -13	C: -3	D: 0.1
SMILES: COc1ccc(NC(=O)C2CC23CCN(Cc2ccc(NC(C)=O)cc2)CC3)cc1Cl (configuration not stated)
  A: 0.0	B: 5	C: -9	D: 0.5
SMILES: Cc1cc(NC(=O)CCN2C(=O)C3C4C=CC(C4)C3C2=O)cc(C)c1Br (configuration not stated)
  A: 0.2	B: -2	C: 9	D: -0.5
SMILES: CC1(C)CC(NC(=O)c2cc([N+](=O)[O-])ccc2Cl)CC(C)(C)N1
  A: 0.0	B: 8	C: 17	D: -0.4
SMILES: CCN(CC)C(=O)COc1ccc2c3c(c(=O)oc2c1C)CCCC3
  A: 0.4	B: -13	C: -5	D: -0.3
SMILES: CCOC(=O)C1=C(COC(=O)COc2ccccc2C=O)NC(=O)NC1C (configuration not stated)
  A: -0.1	B: 6	C: -2	D: 1.1
SMILES: COc1ccc(NC(=O)c2[nH]c(C)c(C(C)=O)c2C)cc1S(=O)(=O)N1CCOCC1
  A: 0.1	B: 1	C: 6	D: 2.2
SMILES: Cc1c(Cl)c(Cl)nc(Cl)c1C(=O)O
  A: 0.2	B: 6	C: 9	D: -0.7
SMILES: c1ccc(N2CCN(c3nc(Nc4ccc(N5CCOCC5)cc4)c4[nH]cnc4n3)CC2)nc1
  A: -0.1	B: -14	C: 7	D: 2.3
SMILES: Cc1ccnc(NC(=O)C(C)(C)Oc2ccc(Cl)cc2)c1
  A: 0.2	B: 14	C: 7	D: 0.9
SMILES: Cc1cc2nc(SCc3cccc(Cl)c3)n(Cc3ccccc3F)c2cc1C
  A: 0.0	B: 8	C: 0	D: -1.3
SMILES: CC(C)c1cc(C(=O)NCCc2ccccc2)no1
  A: 0.0	B: -62	C: -15	D: -0.1
SMILES: CCOc1ccc(CNCCNC(=O)c2ccco2)cc1
  A: 0.1	B: -5	C: 21	D: 0.0
SMILES: O=C(NCC1CCCCC1)c1cn(C2CC2)cc(C(=O)N2CCc3ccccc3C2)c1=O
  A: 0.0	B: 11	C: 9	D: -0.6
SMILES: Cc1ccc(-n2nc3c(c2-n2cccc2)CN(C(=O)c2ccc[nH]c2=O)C3)c(C)c1
  A: -0.4	B: -8	C: 4	D: -2.2

Carrying on.
Short keys: A = FBW7 act; B = TEAD-YAP inh; C = MITF inh; D = GPR151 activ
SMILES: O=C1CC(N2CCN(S(=O)(=O)c3ccccc3)CC2)C(=O)N1c1ccccc1 (configuration not stated)
  A: 0.0	B: -3	C: 2	D: 4.2
SMILES: COc1cc2ccccc2cc1C(=O)N/N=C/c1cccs1
  A: 0.1	B: 50*	C: -9	D: -0.3
SMILES: COc1cc(/C=C2/C(=O)N(c3cccc(C(=O)O)c3)N=C2C)cc2sc(=O)oc12
  A: -0.9	B: -8	C: 61*	D: -0.5
SMILES: CCN(CC(=O)NC1CC1)S(=O)(=O)c1ccccc1
  A: -0.1	B: 1	C: -7	D: -0.6
SMILES: COc1cc2[nH]c(=O)n(CCC(=O)NCCc3ccccc3)c(=O)c2cc1OC
  A: -0.1	B: 9	C: 4	D: -0.5
SMILES: COCCCNCCCOc1ccc(Cl)cc1Br
  A: 0.2	B: -10	C: 20	D: 0.3
SMILES: CCOc1ccc(NC(=O)COc2ccc(S(=O)(=O)NC3CCCCC3)cc2)cc1
  A: 0.0	B: 10	C: 2	D: -0.3
SMILES: O=[N+]([O-])c1ccc(N2CCOCC2)cc1NCc1cccnc1
  A: 0.6	B: -5	C: 3	D: -0.9
SMILES: CCOc1ccc(NC(=O)Nc2ccc(NC(=O)Nc3ccc(OCC)cc3)cc2)cc1
  A: 0.4	B: 0	C: 14	D: -2.1
SMILES: Cc1ccc(CNC(=O)c2cc3c(C)nccc3[nH]c2=O)cc1
  A: -0.2	B: -11	C: -2	D: 0.1
SMILES: COc1cc(C(=O)NNC(=O)c2ccncc2)cc(OC)c1OC
  A: 0.6	B: 4	C: 8	D: 2.1
SMILES: O=[N+]([O-])c1ccccc1S(=O)(=O)Nc1cccc2cccnc12
  A: -0.2	B: 33*	C: 26	D: -1.4
SMILES: CN1CCN(NC(=O)Nc2cccc(F)c2)CC1
  A: 0.1	B: -7	C: 4	D: 0.7
SMILES: O=C(COc1ccc2ccccc2c1)Nc1cccc(-c2cn3c(n2)SCC3)c1
  A: -0.2	B: -14	C: 3	D: -0.8
SMILES: COCCCNC(=O)C1c2ccccc2C(=O)N(C)C1c1c[nH]c2ccccc12 (configuration not stated)
  A: -0.2	B: 13	C: -11	D: 0.6

(listing goes on)
Short keys: A = FBW7 act; B = TEAD-YAP inh; C = MITF inh; D = GPR151 activ
SMILES: COc1ccc(OC)c(/C=N/NC(=O)C(=O)Nc2ccc3ccccc3c2)c1
  A: 0.2	B: 4	C: -7	D: -0.5
SMILES: CC(NC(=O)c1cccc(C#N)c1)c1ccccc1Cl (configuration not stated)
  A: -0.1	B: -6	C: 4	D: -1.2
SMILES: N[C@H](Cc1ccc(Br)cc1)C(=O)N1CCC(OC(=O)Nc2ccncc2)CC1
  A: -0.6	B: -7	C: -10	D: -0.3
SMILES: COC(=O)c1c(OCc2cccnc2)cc(=O)n2c1CCN(Cc1cc(C)ccc1C)CC2
  A: 0.1	B: -12	C: 19	D: 0.4
SMILES: COc1ccc(/C=N/N2C(=O)C3C4C=CC(C5CC45)C3C2=O)cc1 (configuration not stated)
  A: 0.0	B: 7	C: 2	D: 2.3
SMILES: COc1ccc(Cl)cc1-c1nc(C=Nc2cc(C)ccn2)c(O)o1
  A: 0.2	B: 8	C: 11	D: -1.4
SMILES: O=S1(=O)N=C(Nc2ccccc2O)c2ccccc21
  A: -0.2	B: -2	C: 4	D: -0.3
SMILES: N#CCCCN(N=Nc1cccc([N+](=O)[O-])c1)c1cccc([N+](=O)[O-])c1
  A: 0.1	B: 13	C: 5	D: -0.4
SMILES: CCc1cccc(CC)c1NC(=O)C1CC(=O)N(c2ccc(C)c(Cl)c2)C1 (configuration not stated)
  A: 0.3	B: -1	C: 13	D: 0.1
SMILES: Cc1ccc(CNC(=O)CCC2CCCC2)cc1
  A: -0.2	B: 1	C: -14	D: -0.2
SMILES: O=C1NC(=S)S/C1=C/c1ccc(I)cc1
  A: -0.1	B: -10	C: -14	D: 0.2
SMILES: O=C(Nc1ccc(Cl)cc1)N(Cc1cccnc1)Cc1ccco1
  A: 0.0	B: -4	C: 10	D: -1.0
SMILES: Cc1cccc(C)c1NC(=O)CN1CCC(Nc2nc(C)c(C)c(=O)[nH]2)CC1
  A: 0.0	B: -1	C: -7	D: -0.7
SMILES: CCS(=O)(=O)c1ccc2oc(=O)c(/C=C(\O)c3cccc(OC)c3)nc2c1
  A: 0.0	B: 3	C: 15	D: 2.7
SMILES: COc1ccc(OC)c(C2NC(=O)NC(C)=C2C(=O)OCC(F)(F)F)c1 (configuration not stated)
  A: 0.0	B: -7	C: 2	D: -0.9

Part of the list above, bar-delimited:
canonical_smiles | FBW7 act | TEAD-YAP inh | MITF inh | GPR151 activ
O=C1NC(=S)S/C1=C/c1ccc(I)cc1 | -0.1 | -10 | -14 | 0.2
COc1ccc(Cl)cc1-c1nc(C=Nc2cc(C)ccn2)c(O)o1 | 0.2 | 8 | 11 | -1.4
Cc1ccc(CNC(=O)CCC2CCCC2)cc1 | -0.2 | 1 | -14 | -0.2
O=C(Nc1ccc(Cl)cc1)N(Cc1cccnc1)Cc1ccco1 | 0.0 | -4 | 10 | -1.0

The list continues:
Short keys: A = FBW7 act; B = TEAD-YAP inh; C = MITF inh; D = GPR151 activ
SMILES: Cc1nnc(C)n1/N=C/c1cc2ccccc2nc1Cl
  A: 0.2	B: 8	C: 5	D: -1.9
SMILES: O=[N+]([O-])c1cccc(-c2nc(-c3ccc(Br)cc3)no2)c1
  A: 0.1	B: -5	C: 10	D: 0.2
SMILES: CCOC(=O)c1c(NC(=O)c2ccc(C)cc2)sc(C(=O)Nc2ccccc2)c1C
  A: 0.6	B: -7	C: -4	D: 0.8
SMILES: Cc1cccc(CCNC(=O)CCS(=O)(=O)c2ccc3c(c2)SC(C)C(=O)N3)c1 (configuration not stated)
  A: -0.2	B: 15	C: 1	D: 1.2
SMILES: CCOc1ccc(/C=C2\N=C(c3cccc(Cl)c3)OC2=O)cc1
  A: 0.1	B: 5	C: 9	D: 1.0
SMILES: COc1c(Cl)c(Cl)nc(Cl)c1C(=O)O
  A: -0.1	B: 10	C: -5	D: -0.1
SMILES: COc1cc2c(cc1OC)CN(c1ccc(S(=O)(=O)N3CCN(C)CC3)cn1)CC2
  A: -0.1	B: 3	C: 8	D: -0.4
SMILES: COC(=O)C(NC(=O)c1ccccc1F)(Nc1ccc(Cl)cn1)C(F)(F)F (configuration not stated)
  A: 0.0	B: -4	C: -15	D: 1.8

Random draw from the library. Share with any hit: about 3.5%.
